Rpn11 inh: Rpn11 (PSMD14) deubiquitinase inhibitors, primary screen, biochemical, fluorescence polarization, uHTS; 26S proteasome non-ATPase regulatory subunit 14 (Homo sapiens), O00487; AID 588493, 2011; calls only at 20 µM; hit rate 0.59% among 360,000; human 26S proteasome, Ub4-pepOG fluorescence polarization; 20S core pre-blocked with epoxomicin;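 active = inhibition at 20 µM, scaled to each plate's controls, above about 33%, limit read from the data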
Target sequence (O00487 whole entry, looked up): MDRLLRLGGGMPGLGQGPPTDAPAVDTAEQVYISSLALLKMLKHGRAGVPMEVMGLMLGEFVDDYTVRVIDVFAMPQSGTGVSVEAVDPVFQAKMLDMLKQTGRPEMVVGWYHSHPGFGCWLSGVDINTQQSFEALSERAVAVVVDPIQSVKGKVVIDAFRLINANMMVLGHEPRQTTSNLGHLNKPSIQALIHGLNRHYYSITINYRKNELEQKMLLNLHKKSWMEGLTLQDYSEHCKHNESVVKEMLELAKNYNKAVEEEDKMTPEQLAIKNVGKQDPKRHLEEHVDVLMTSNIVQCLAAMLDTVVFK
LMPTP block: LMPTP phosphatase inhibitors, primary screen, biochemical, fluorescence intensity, uHTS; inhibition, % at 20 µM; hit rate 0.22% among 360,000; recombinant LMPTP-A, OMFP fluorogenic substrate; Low molecular weight phosphotyrosine protein phosphatase (Homo sapiens), P24666;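 active = compounds that cut the enzyme signal by at least half of the control window in the single-dose screen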;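 note: plate controls were DMSO wells with enzyme plus substrate for no effect and substrate without enzyme for full effect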
Target sequence (P24666 whole entry, looked up): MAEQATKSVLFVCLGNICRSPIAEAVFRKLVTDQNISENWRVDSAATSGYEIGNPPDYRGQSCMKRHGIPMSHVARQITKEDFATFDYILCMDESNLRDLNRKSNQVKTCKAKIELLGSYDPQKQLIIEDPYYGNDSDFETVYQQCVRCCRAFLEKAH
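Test system: LMPTP-A phosphatase enzyme. Amount: LMPTP-A at 0.625 nM final in the reaction. Reagent: OMFP substrate, 400 µM final. Times: 50 min at room temperature. Signal: endpoint fluorescence intensity from OMFP dephosphorylation. Read-out basis: % inhibition. Benchmarks: no-enzyme and uninhibited controls.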
Scp1 inh: Scp-1 phosphatase inhibitors, primary screen, biochemical, colorimetric, uHTS; Carboxy-terminal domain RNA polymerase II polypeptide A small phosphatase 1 (Homo …; inhibition, % at 20 µM; Recombinant Scp1, phosphopeptide, malachite green phosphate absorbance; hit rate 0.88% among 340,000;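 active = inhibition above about 50% at 20 µM, limit read from the data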;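 note: plate controls were DMSO wells with enzyme for no effect and wells lacking enzyme for full effect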
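Times: enzyme reaction 45 min at room temperature, colour 5 min, stabilisation 30 min. Material: SCP-1 catalytic fragment, aa 76-261. Medium: Acidic Tris acetate buffer with magnesium and detergent. Signal: colorimetric free-phosphate detection, absorbance 630 nm. Read-out basis: % inhibition of SCP-1 phosphate liberation. Reagent: Phosphorylated 17-residue peptide substrate.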
STEP block: STEP phosphatase inhibitors, primary screen, biochemical, fluorescence intensity, uHTS; recombinant STEP, OMFP fluorogenic substrate; Tyrosine-protein phosphatase non-receptor type 5 (Homo sapiens), P54829; hit rate 0.25% among 360,000; inhibition, % at 20 µM;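 active = inhibition at 20 µM, scaled per plate between control wells, above about 37%, limit read from the data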;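 note: 0% = DMSO with enzyme and substrate and 100% = substrate only without enzyme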
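Also added – OMFP at 25 µM · Test system – STEP tyrosine phosphatase · Technique – FITC-channel fluorescence of OMFP product · Schedule – 20 min at room temperature, dark · Evaluation – control-normalized % inhibition with plate pattern correction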
NadD inh: inhibitors of S. aureus NadD, primary screen, biochemical, colorimetric, uHTS. hit rate 0.78% among 360,000. inhibition, % at 20 µM. Nicotinate-nucleotide adenylyltransferase NadD (Staphylococcus aureus N315). purified NadD enzyme, colorimetric absorbance read-out; in the data active = inhibition above about 26%; note: some compounds past the cut are filed as inactive
DNMT1 inh: human DNMT1 methyltransferase inhibitors, primary screen, biochemical, molecular beacon, fluorescence, HinP1I cleavage, uHTS | DNA (cytosine-5)-methyltransferase 1 (Homo sapiens), P26358 | inhibition (reported as % activation of signal), % at 10 µM | hit rate 0.83% among 360,000; in the data active = inhibition above about 50%
SUMO1 PPI mod: modulators of SUMO1 protein-protein interactions, primary screen, biochemical, uHTS. AID 602429, 2012. SUMO1 binding to a labelled peptide, TR-FRET, 1 h. hit rate 0.33% among 360,000. inhibition, % at 20 µM; in the data active = inhibition above about 37%
Target sequence (P63165 whole entry, looked up): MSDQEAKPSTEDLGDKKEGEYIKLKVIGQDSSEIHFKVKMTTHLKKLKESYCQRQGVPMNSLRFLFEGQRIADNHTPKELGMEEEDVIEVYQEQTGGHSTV
CSN inh: inhibitors of CSN-mediated cullin deneddylation, primary screen, biochemical, fluorescence polarization, uHTS; Purified CSN, SCF-Nedd8-OG deneddylation; hit rate 0.38% among 360,000; AID 651999, 2013; inhibition, % at 12.5 µM;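 active = pattern-corrected inhibition above about 35%, with an unprinted fluorescence ratio check between 0.5 and 1.5, limit read from the data, passing the limit was not always enough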;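 note: 0% = enzyme with substrate and 100% = substrate without enzyme; some results filed as inactive read as strong as hits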
Target sequence (Q92905 whole entry, looked up, one chain of several): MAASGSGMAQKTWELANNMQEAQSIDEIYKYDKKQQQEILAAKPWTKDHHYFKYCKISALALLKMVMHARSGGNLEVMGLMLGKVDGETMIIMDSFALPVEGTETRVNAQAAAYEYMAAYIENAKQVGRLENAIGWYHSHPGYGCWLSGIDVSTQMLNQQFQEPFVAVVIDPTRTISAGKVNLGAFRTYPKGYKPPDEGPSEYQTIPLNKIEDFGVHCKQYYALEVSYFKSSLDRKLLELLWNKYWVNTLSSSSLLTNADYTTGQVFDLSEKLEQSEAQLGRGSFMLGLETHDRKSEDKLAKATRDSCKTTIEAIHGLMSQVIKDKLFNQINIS
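test system = HEK293T-derived human Csn5 enzyme | amount = 0.24 nM Csn5 enzyme, final concentration | medium = Tris/NaCl/DTT buffer, pH 7.5 | schedule = 90 min reaction at room temperature | signal = FP | evaluation = inhibition of Csn5 cleavage, % | compound dosing = single dose of 12.5 µM compound with 0.25% DMSO | probe or stimulus = 10 nM SCFSkp2-Nedd8OG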
MsrA inh: bovine MsrA enzyme inhibitors, primary screen, biochemical, absorbance, HTS. Methionine sulfoxide reductase A (Bos taurus). purified bovine MsrA, absorbance read-out. inhibition, % at 15.5 µM. hit rate 0.75% among 360,000; in the data active = inhibition above about 4.5%;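 note: 0% = vehicle wells with enzyme and 100% = reference inhibitor wells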
Tb MetRS inh: T. brucei MetRS inhibitors, primary screen, biochemical, luminescence; methionyl-tRNA synthetase (Trypanosoma brucei brucei); purified T. brucei MetRS, ATP depletion, Kinase-Glo luminescence; inhibition, % at 11.9 µM; hit rate 0.4% among 360,000;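 active = inhibition above a per-plate cutoff of the control wells' mean inhibition plus 3 SD, cut at about 5.5% in these data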;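 note: 0% = DMSO wells median and 100% = median of wells with control inhibitor compound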
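Material: T. brucei methionyl-tRNA synthetase, purified; reagent: substrates ATP, L-methionine and bulk Escherichia coli tRNA; dosing: 11.9 µM single point; timing: 15 min plus 2 h at 25 °C; detection: luminescence of leftover ATP; evaluation: % inhibition; control set: DMSO-only wells as low control; replicates: singlicate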
The depositor's hits bear a star. Compounds as they come (roughly 3.9% active in at least one column).

Screening COC(=O)c1ccc(C2=NOC(C)(c3nnc(-c4cccc(Cl)c4)o3)C2)cc1 (stereo not drawn) returned Rpn11 inh inactive, LMPTP block 1.5, Scp1 inh -18, STEP block -1, NadD inh -6, DNMT1 inh -1, SUMO1 PPI mod -5, CSN inh 0, MsrA inh -1.7 and Tb MetRS inh -0.3.
O=C(CN1CCN(c2cccc(C(F)(F)F)c2)CC1)Nc1ccc2c(c1)OCCCO2 was read as Rpn11 inh inactive, LMPTP block 0.4, STEP block 2, NadD inh 4, DNMT1 inh 2, SUMO1 PPI mod 2, CSN inh -2, MsrA inh 0.6 and Tb MetRS inh -0.1.
NC(=O)C1CNc2ccccc2O1 (stereo not drawn) was read as Rpn11 inh inactive, LMPTP block 0.3, Scp1 inh 0, STEP block -3, NadD inh 0, DNMT1 inh -2, SUMO1 PPI mod -3, CSN inh -1, MsrA inh 0.4 and Tb MetRS inh -1.3.
`O=C(Cc1ccc([N+](=O)[O-])cc1)Nc1ccc(C(=O)N2CCOCC2)cc1` gave Rpn11 inh inactive, LMPTP block -0.6, Scp1 inh -1, STEP block 1, NadD inh -1, DNMT1 inh 2, SUMO1 PPI mod -19, CSN inh 2, MsrA inh -0.8 and Tb MetRS inh 0.2.
CC(=O)C[C@H](O)CC(=O)[C@H]1OC(=O)[C@@H](C)C/C=C\Cc2ccccc21 was read as Rpn11 inh inactive, LMPTP block -1.7, Scp1 inh -14, STEP block -3, NadD inh -7, DNMT1 inh 4, SUMO1 PPI mod 3, CSN inh 4, MsrA inh 0.2 and Tb MetRS inh -0.3.
Screening COCCCNC(=O)Cn1cc(/C=C(\C#N)C(=O)N2CCN(c3ccccc3)CC2)c2ccccc21 returned Rpn11 inh inactive, LMPTP block -1.6, Scp1 inh 7, STEP block 1, NadD inh 1, DNMT1 inh -3, SUMO1 PPI mod -10, CSN inh -1, MsrA inh 1.6 and Tb MetRS inh -0.5.
CCN(CC)CC(=O)c1c[nH]c2ccc(OC)cc12 was read as Rpn11 inh inactive, LMPTP block 1.2, Scp1 inh -2, STEP block 3, NadD inh 1, DNMT1 inh -13, SUMO1 PPI mod 2, CSN inh -3, MsrA inh 0.8 and Tb MetRS inh -2.0.
Screening CCOc1ccc(-c2nnc(SCC(=O)N3CCNC3=O)o2)cc1 returned Rpn11 inh inactive, LMPTP block -0.7, Scp1 inh -7, STEP block -2, NadD inh 2, DNMT1 inh 6, SUMO1 PPI mod 0, CSN inh -3, MsrA inh 0.4 and Tb MetRS inh -0.3.
CCC(C(=O)NC1C(=O)N2C(C(=O)O)=C(CSc3nnc(C)s3)CSC12)c1ccccc1 (stereo not drawn) was read as Rpn11 inh inactive, LMPTP block -0.3, Scp1 inh 21, STEP block 3, NadD inh 8, DNMT1 inh 9, SUMO1 PPI mod 1, CSN inh 4, MsrA inh 0.4 and Tb MetRS inh -0.3.
For CC(=O)Nc1c(-c2ccc(C)cc2)nc2ccc(Cl)cn12 the results were Rpn11 inh inactive, LMPTP block 0.0, STEP block 2, NadD inh -4, DNMT1 inh -1, SUMO1 PPI mod -3, CSN inh -1, MsrA inh -0.5 and Tb MetRS inh 0.4.
O=[N+]([O-])c1ccc(Cl)c(/C=N/N2CCN(C3c4ccccc4-c4ccccc43)CC2)c1 was read as Rpn11 inh inactive, LMPTP block -0.1, Scp1 inh 7, STEP block 4, NadD inh 14, DNMT1 inh -2, SUMO1 PPI mod 1, CSN inh 3, MsrA inh 0.3 and Tb MetRS inh -1.1.
CC(=O)Nc1ccc(NC(=O)c2csc([C@@H]3C[C@H](O)[C@@H](CO)O3)n2)cc1 was read as Rpn11 inh inactive, LMPTP block -1.9, STEP block -1, NadD inh -4, DNMT1 inh -4, SUMO1 PPI mod -1, CSN inh 2, MsrA inh 0.1 and Tb MetRS inh -0.3.
`COC(=O)c1ccc(CNC(=O)c2ccc(COc3ccccc3)cc2)cc1` gave Rpn11 inh inactive, LMPTP block -0.3, Scp1 inh -4, STEP block -1, NadD inh -3, DNMT1 inh 21, SUMO1 PPI mod 1, CSN inh -8, MsrA inh -0.8 and Tb MetRS inh 0.1.
Screening CSc1cccc(NS(=O)(=O)c2ccc3c(c2)CCN3C(C)=O)c1 returned Rpn11 inh inactive, LMPTP block 1.2, Scp1 inh -10, STEP block -1, NadD inh -7, DNMT1 inh -1, SUMO1 PPI mod 2, CSN inh 1, MsrA inh 0.6 and Tb MetRS inh -0.6.
COC(=O)c1cc(NC(=O)c2c(Cl)cnn2C)cc(C(=O)OC)c1 was read as Rpn11 inh inactive, LMPTP block -0.3, Scp1 inh 3, STEP block -6, NadD inh 4, DNMT1 inh 1, SUMO1 PPI mod 3, CSN inh 1, MsrA inh 1.3 and Tb MetRS inh -1.1.
`Cc1ccc(-c2nnc(-n3nnc4ccccc43)c3ccccc23)cc1` gave Rpn11 inh inactive, LMPTP block 3.0, Scp1 inh -3, STEP block 1, NadD inh 4, DNMT1 inh 11, SUMO1 PPI mod -1, CSN inh 7, MsrA inh -0.4 and Tb MetRS inh -1.1.
O=C(CN(Cc1ccco1)Cc1ccco1)Nc1cc(S(=O)(=O)N2CCCCC2)ccc1Cl was read as Rpn11 inh inactive, LMPTP block 4.4, Scp1 inh -1, STEP block 3, NadD inh 11, DNMT1 inh -30, SUMO1 PPI mod 1, CSN inh -2, MsrA inh -0.1 and Tb MetRS inh -0.2.
`COc1cccc(NC(=S)NC2CC(C)(C)NC(C)(C)C2)c1` gave Rpn11 inh inactive, LMPTP block -1.2, Scp1 inh -2, STEP block -1, NadD inh -2, DNMT1 inh -4, SUMO1 PPI mod -1, CSN inh -9, MsrA inh 0.7 and Tb MetRS inh -0.3.
`COc1cccc(CNC(=O)C2CCN(S(=O)(=O)c3ccc4c(c3)OCCO4)CC2)c1` gave Rpn11 inh inactive, LMPTP block -0.4, Scp1 inh -9, STEP block -1, NadD inh 2, DNMT1 inh 3, SUMO1 PPI mod 1, CSN inh 3, MsrA inh -0.5 and Tb MetRS inh -0.4.
`COc1cc(C(=O)NC(=S)N(CCC#N)Cc2cccnc2)cc(OC)c1OC` gave Rpn11 inh inactive, LMPTP block -0.3, Scp1 inh 4, STEP block -2, NadD inh 3, DNMT1 inh -3, SUMO1 PPI mod 2, CSN inh 0, MsrA inh 2.0 and Tb MetRS inh -0.2.

In the list so far, 2 contain a cyano group:
Screening COCCCNC(=O)Cn1cc(/C=C(\C#N)C(=O)N2CCN(c3ccccc3)CC2)c2ccccc21 returned Rpn11 inh inactive, LMPTP block -1.6, Scp1 inh 7, STEP block 1, NadD inh 1, DNMT1 inh -3, SUMO1 PPI mod -10, CSN inh -1, MsrA inh 1.6 and Tb MetRS inh -0.5.
`COc1cc(C(=O)NC(=S)N(CCC#N)Cc2cccnc2)cc(OC)c1OC` gave Rpn11 inh inactive, LMPTP block -0.3, Scp1 inh 4, STEP block -2, NadD inh 3, DNMT1 inh -3, SUMO1 PPI mod 2, CSN inh 0, MsrA inh 2.0 and Tb MetRS inh -0.2.

Further structures:
Screening COc1ccc(/C=C/c2noc(-c3ccccc3O)n2)cc1 returned Rpn11 inh inactive, LMPTP block 0.9, Scp1 inh -8, STEP block 0, NadD inh -4, DNMT1 inh -13, SUMO1 PPI mod -2, CSN inh -2, MsrA inh 0.4 and Tb MetRS inh 0.5.
Screening COc1ccc(C2C(C#N)=C(N)N(c3cccnc3)C3=C2C(=O)CCC3)cc1Cn1cc([N+](=O)[O-])cn1 (stereo not drawn) returned Rpn11 inh inactive, LMPTP block 2.9, Scp1 inh -3, STEP block -10, NadD inh 9, DNMT1 inh -8, SUMO1 PPI mod -9, CSN inh 5, MsrA inh 0.7 and Tb MetRS inh 0.9.
`O=C(CCc1nc2ccccc2c(=O)[nH]1)Nc1ccc(N2CCCCC2)cc1` gave Rpn11 inh inactive, LMPTP block -0.1, Scp1 inh -1, STEP block -2, NadD inh 0, DNMT1 inh -1, SUMO1 PPI mod 1, CSN inh -4, MsrA inh -0.6 and Tb MetRS inh -0.3.
For COc1ccc(CCN(C)CCCN2CC(c3ccccc3)CC2=O)cc1OC (stereo not drawn) the results were Rpn11 inh inactive, LMPTP block -1.4, Scp1 inh -4, STEP block -1, NadD inh -10, DNMT1 inh 0, SUMO1 PPI mod -1, CSN inh 3, MsrA inh 2.3 and Tb MetRS inh -0.5.
Screening COC(=O)CSc1nc(N)nc(C)c1Cl returned Rpn11 inh inactive, LMPTP block -0.2, Scp1 inh -3, STEP block 2, NadD inh -6, DNMT1 inh 0, SUMO1 PPI mod 0, CSN inh -5, MsrA inh 1.8 and Tb MetRS inh 0.3.
For CCCCOCC(O)CN1CCN(C(C)=O)CC1 (stereo not drawn) the results were Rpn11 inh inactive, LMPTP block -2.4, Scp1 inh -5, STEP block -3, NadD inh 5, DNMT1 inh -1, SUMO1 PPI mod -4, CSN inh 3, MsrA inh -0.7 and Tb MetRS inh -0.1.
For CC(=O)c1cc2c(cc1F)C(C)(C)CCC2(C)C the results were Rpn11 inh inactive, LMPTP block -0.4, Scp1 inh 0, STEP block 0, NadD inh 0, DNMT1 inh 1, SUMO1 PPI mod 3, CSN inh 0, MsrA inh 0.0 and Tb MetRS inh -0.2.
Screening Cc1ccc(NC(=O)CCOc2ccccc2)cc1S(=O)(=O)Nc1ccccc1Cl returned Rpn11 inh inactive, LMPTP block 2.1, Scp1 inh -14, STEP block 0, NadD inh -11, DNMT1 inh -2, SUMO1 PPI mod 28, CSN inh 0, MsrA inh -0.4 and Tb MetRS inh -0.1.
